KDM4E inh – inhibitors of human JMJD2E histone demethylase; JMJD2E catalytic domain, FDH-coupled NADH fluorescence (FDH is formaldehyde dehydrogenase); Potency, µM (top dose mostly 57.1 µM), for the others: top-dose activity change, negative = inhibition, most hits filed as inhibitors; 230,000 tested, 1.6% active; AID 2147; active = well fitted inhibition curve with a large enough effect, not every such curve was filed as active; inconclusive = small, poorly fitted or top-dose-only effect, or another doubt; inactive = no such curve, though single readings can be large or run the other way;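 also: 0% = wells with enzyme and -100% = buffer wells without enzyme; nearly all actives have a fitted effect of over 50% in size; many of its hits are not listed in these tables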
RGS12 GoLoco inh – blocks human Gai1 binding to RGS12 GoLoco peptide, red readout | P63096 | Gai1:RGS12 GoLoco peptide FP, rhodamine, 10 min | Potency, µM (titrated, usually from 61.6 µM), for the others: at the top dose activity, negative = inhibition, actives largely listed as inhibitors | 230,000 tested, 0.44% active; active = well fitted inhibition curve with a large enough effect, not every such curve was filed as active; inactive = no such curve, though single readings can be large or run the other way; also: nearly all actives have a fitted effect of over 30% in size; many of its hits are not listed in these tables
RECQ1 inh – RECQ1 (human) helicase inhibition; P46063; RECQ1 DNA unwinding, red fluorescence kinetic read; Potency, µM (titrated, usually from 57.3 µM), for inactives: top-dose activity, negative = inhibition, most hits filed as inhibitors; 240,000 tested, 0.54% active; AID 2549;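 also: plate controls were vehicle for no effect and no enzyme for full effect; nearly all actives have a fitted effect of over 30% in size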
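RECQ1T1 50 nM; forked duplex (20 bp + 30-nt ss tails) 200 nM, ATP 2 mM final; pH 8.0, 2 mM MgCl2, 2.5 ug/ml poly(dI-dC); 15 min compound preincubation; discontinuous kinetic read over 2 h at RT.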
Tau ThT inhib – blocks human tau fibril formation measured by thioflavin T. recombinant tau K18 P301L (four-repeat tau fragment), heparin-induced fibrillization, ThT fluorescence. Potency, µM (titrated, usually from 57.4 µM), for the others: top-dose activity, negative = inhibition, usual class: inhibitors. 270,000 tested, 2.1% active; also: nearly all actives have a fitted effect of over 55% in size
Target sequence (P10636 561-689 P618L limits assumed): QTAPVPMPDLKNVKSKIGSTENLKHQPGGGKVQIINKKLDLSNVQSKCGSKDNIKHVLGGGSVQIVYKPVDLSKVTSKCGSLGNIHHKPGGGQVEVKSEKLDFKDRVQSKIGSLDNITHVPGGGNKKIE
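K18 P301L tau (15 uM + 0.24 uM Alexa 594-tagged), heparin 20 uM, NaOAc pH 7, 6 h 37 C; ThT 30 uM, 1 h RT, ex 450/em 510 nm.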
TRb-SRC2 inh – TRbeta-SRC2 interaction inhibition; TRbeta-SRC2 peptide binding, fluorescence polarization; receptor liganded with 1 µM T3; Potency, µM (top dose mostly 106 µM), for inactives: at the highest dose activity change, negative = inhibition, actives largely listed as inhibitors; 280,000 tested, 0.065% active; AID 1469;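 also: plate controls were bound peptide for no effect and peptide without receptor for full effect; nearly all actives have a fitted effect of over 50% in size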
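Fluorescence polarization of 20 nM Texas Red SRC2 peptide (20-aa NR interaction domain) bound to 0.6 uM human TRb ligand-binding domain, with 1 uM T3, after 5 hr at ambient temperature; inhibition seen as decreased polarization.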
TR SRC2 fluor cs – Texas Red fluorescence interference in TRb-SRC2 counter-screen. TRb/SRC2 Texas Red total fluorescence interference. 280,000 tested, 0.29% active. Potency, µM (top dose mostly 106 µM), for the others: at the highest dose fluorescence change, negative = quenching; active = well fitted curve in either direction with a large enough effect; inconclusive = small, poorly fitted or top-dose-only effect
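Human TRβ ligand-binding domain (0.6 uM) and Texas Red SRC2 peptide (20 nM) in Tris buffer with 1 uM T3 and 5% DMSO were incubated with pinned compound for 5 hr at ambient temperature. Total fluorescence was computed as S + 2P (555/632 nm).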
L3MBTL1 block – L3MBTL1 (human) inhibition. AlphaScreen L3MBTL1–H3K9me1 peptide binding. Potency, µM (titrated, usually from 57.1 µM), for inactives: at the highest dose activity, negative = inhibition, actives largely listed as inhibitors. 230,000 tested, 0.66% active; also: nearly all actives have a fitted effect of over 60% in size
Target sequence (Q9Y468 whole entry, looked up): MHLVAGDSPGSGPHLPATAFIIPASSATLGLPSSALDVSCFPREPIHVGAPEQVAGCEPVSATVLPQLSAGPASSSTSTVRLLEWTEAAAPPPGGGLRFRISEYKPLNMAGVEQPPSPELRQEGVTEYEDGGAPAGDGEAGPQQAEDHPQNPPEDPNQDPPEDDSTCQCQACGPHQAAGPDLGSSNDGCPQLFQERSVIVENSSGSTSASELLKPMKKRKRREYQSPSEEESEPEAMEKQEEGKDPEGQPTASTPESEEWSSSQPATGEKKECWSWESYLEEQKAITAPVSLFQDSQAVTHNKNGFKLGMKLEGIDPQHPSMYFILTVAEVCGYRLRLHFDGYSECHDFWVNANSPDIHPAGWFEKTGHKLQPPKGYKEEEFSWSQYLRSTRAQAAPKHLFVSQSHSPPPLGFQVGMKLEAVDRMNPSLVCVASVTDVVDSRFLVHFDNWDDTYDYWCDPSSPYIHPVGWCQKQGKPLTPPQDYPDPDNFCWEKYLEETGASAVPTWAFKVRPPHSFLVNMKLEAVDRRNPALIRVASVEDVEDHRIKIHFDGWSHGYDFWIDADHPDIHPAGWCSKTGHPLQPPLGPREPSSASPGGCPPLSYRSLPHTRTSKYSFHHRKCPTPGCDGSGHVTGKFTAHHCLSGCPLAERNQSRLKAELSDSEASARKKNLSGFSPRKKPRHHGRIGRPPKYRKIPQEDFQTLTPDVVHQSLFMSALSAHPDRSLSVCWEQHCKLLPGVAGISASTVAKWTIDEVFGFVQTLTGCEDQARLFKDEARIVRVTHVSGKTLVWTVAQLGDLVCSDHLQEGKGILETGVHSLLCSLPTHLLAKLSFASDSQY
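Read-out is AlphaScreen signal from streptavidin donor and nickel chelate acceptor beads (10 ug/mL final each) bridging L3MBTL1 (50 nM) and biotinylated K9-monomethylated H3(1-15) peptide (75 nM), after 30 min compound exposure at room temperature.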
Tau FP inhib – tau fibrillization inhibition (FP). Potency, µM (top dose mostly 57.7 µM), for inactives: at the top dose activity, negative = inhibition, hits mostly inhibitors. AID 1468. P10636. K18 P301L tau heparin fibrillization, Alexa594 FP, 6 h. 280,000 tested, 0.39% active; also: nearly all actives have a fitted effect of over 55% in size
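FP of Alexa 594-tau after heparin (20 uM) induction. Substrate: human K18 P301L, 15 uM unlabeled, 0.24 uM labeled. Buffer 100 mM sodium acetate pH 7. 6 hr, 37 C.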
* marks the source's active call; other numbers are inactive results; i = inactive; ? = inconclusive; / = not tested or not shown; & = joins results of further samples; ! = not confirmed by another sample; [ ] = dose if it differs, or a comment. Unless noted, calls follow the shape of the dose curve; as a rule, active = well fitted curve in the direction sought with a large enough effect; inconclusive = small, poorly fitted or top-dose-only effect, or another doubt; inactive = no such curve, though single readings can be large; an effect the other way counts as inactive or inconclusive. Unless noted, % is scaled to controls: 0 for no effect and ±100 for the full control effect; potency is read from the fitted curve at half-maximal effect.

molecule	Tau ThT inhib	TRb-SRC2 inh	TR SRC2 fluor cs	RGS12 GoLoco inh	L3MBTL1 block	RECQ1 inh	Tau FP inhib	KDM4E inh
CCCCn1c(O)c(C(CC)=NCCc2ccccc2)c(=O)[nH]c1=O	?	-1.8%	0.0%	7.0%	/	-1.4%	4.0%	-8.7%
O=C1/C(=C/c2ccncc2)N2CCC1CC2	-14.0%	1.6%	-0.8%	2.6%	/	2.0%	-6.6%	-6.4%
NC(C(=O)O)C1CC(Cl)=NO1 (configuration not stated)	-6.8%	1.6%	-1.7%	-1.1%	3.2%	-5.8%	-0.4%	-13.9%
O=[P+](Cc1ccccc1)Cc1ccccc1	-8.4%	-1.8%	-0.9%	6.2%	/	-5.9%	-3.2%	5.8%
CC1CC(C)CN(S(=O)(=O)c2ccc3c(c2)oc(=O)n3CC(=O)NCc2cccnc2)C1 (configuration not stated)	-2.3%	-5.1%	1.1%	7.3%	2.4%	?	?	1.2%
CCCCC/C=C\C/C=C\C/C=C\C/C=C\CCCC(=O)N(Cc1ccc(O)c(Cl)c1)Cc1ccc(O)c(Cl)c1	13.7%	8.4%	3.2%	39.8µM*	/	3.9%	-2.1%	/
O=Cc1cn(Cc2cccc(F)c2)c2ccccc12	-2.5%	1.5%	0.3%	4.5%	5.1%	0.1%	-3.1%	-8.1%
Cc1ccc(-c2nc(N(C)C3CCN(C)CC3)c3ccccc3n2)cc1	-4.1%	-8.1%	-3.0%	5.0%	/	-4.8%	-11.1%	5.8%

Full records, looked up by structure.
Record of O=C1/C(=C/c2ccncc2)N2CCC1CC2 = Tau ThT inhib: -14.0%; TRb-SRC2 inh: 1.6%; TR SRC2 fluor cs: -0.8%; RGS12 GoLoco inh: 2.6%; L3MBTL1 block: /; RECQ1 inh: 2.0%; Tau FP inhib: -6.6%; KDM4E inh: -6.4%
Record of O=[P+](Cc1ccccc1)Cc1ccccc1 = Tau ThT inhib: -8.4%; TRb-SRC2 inh: -1.8%; TR SRC2 fluor cs: -0.9%; RGS12 GoLoco inh: 6.2%; L3MBTL1 block: /; RECQ1 inh: -5.9%; Tau FP inhib: -3.2%; KDM4E inh: 5.8%

Later entries:
molecule	Tau ThT inhib	TRb-SRC2 inh	TR SRC2 fluor cs	RGS12 GoLoco inh	L3MBTL1 block	RECQ1 inh	Tau FP inhib	KDM4E inh
CC(N)[C@H](O)c1ccccc1 (some centres not stated)	-3.4%	1.4%	-4.7%	-3.8%	/	-1.6%	-3.1%	56.1%[activator]
NCc1cc(=O)[nH]o1	?	6.6%&-0.6%&-4.1%	0.6%&-2.2%&-0.3%	-7.0%&-3.1%&-9.0%	-1.2%	-12.0%&-7.4%	-21.7%&-0.6%&-2.0%	1.2%&86.6%
COC(=O)C1=C(C)OC(N)=C(C#N)C12C(=O)Nc1ccccc12 (configuration not stated)	-0.7%	-6.5%	-11.2%	20.7%	50.7%[activator]	-0.6%	-4.2%	-5.8%
O=[N+]([O-])c1c2ccccc2cc2ccccc12	/	4.8%	-0.4%	1.6%	-27.0%	-5.3%	/	/
Fc1ccc(C2N3CCCN23)cc1 (configuration not stated)	/	-0.1%	0.0%	-15.2%	/	-5.9%	0.4%[0.0958 µM]	0.3%
Nc1nonc1OCCCCOc1nonc1N	4.2%	1.0%	-2.5%	4.0%	4.6%	10.3%	-0.1%	0.9%
CC(C)N(CC#CCC1(O)c2ccccc2-c2ccccc21)C(C)C	-3.7%	-16.2%	-2.3%	3.9%	8.1%	-3.3%	8.9%	6.0%
O=C(Nc1ccc(F)cc1F)c1cccnc1Oc1cccc(C(F)(F)F)c1	3.6%	-2.0%&-4.4%	1.7%&0.5%	2.7%	5.7%	-9.0%&-3.9%	-7.0%	/
O=C(CNC(=O)c1cccs1)NCC(=O)OCC(=O)c1ccc([N+](=O)[O-])cc1	?	7.7%	0.0%	3.5%	/	i	?	6.5%
Cc1ccc(-c2nc3ccccc3c(=O)n2-c2cccnc2)cc1	0.0%	-3.5%	0.2%	-3.3%	9.3%	-5.5%	-3.0%	9.2%
Cn1c(=O)n(CC(=O)N2CCC3(CC2)OCCO3)c(=O)c2ccccc21	3.1%	-4.4%	-3.0%	5.5%	-7.2%	-6.8%	-1.1%	?
O=C1NC(=O)N(Cc2ccccc2)C(=O)/C1=C/C=C/c1ccco1	10µM*	18.1%	16.8%	267.1%[activator]	28.2µM*	11.2µM*	?	-14.6%
CC(Cc1ccccc1Sc1ccccc1)N(C)C (configuration not stated)	-15.0%	-10.2%	-2.0%	12.4%	-5.7%	-0.4%	0.5%	2.2%
CCOC(=O)[C@]1(C#N)[C@@H]2C=CC(C(C)=O)=CN2[C@@H](C(N)=O)[C@@H]1c1ccsc1	31.6µM*	1.5%	-8.3%	19.1%	-15.3%[11.4 µM]	7.6%	?	1.8%
Cc1ccc2c(c1)CC1(CN2C)C(=O)NC(=O)N(C(C)C)C1=O (configuration not stated)	?	-2.0%	-1.2%	/	-9.3%	-9.6%	?	6.4%
CCCCC/C=C\C/C=C\C/C=C\CCCCC(=O)NCCc1ccc(O)c(O)c1	10.9%	1.1%	-0.4%	6.6%	/	6.5%	-1.9%	3.0%
CC(C)[C@@]1(NC(=O)[C@@H]2C[C@@H]3c4cccc5[nH]cc(c45)C[C@H]3N(C)C2)O[C@@]2(O)C3CCCN3C(=O)[C@H](Cc3ccccc3)N2C1=O (some centres not stated)	?	-4.6%	?	3.5%	/	8.9%	?	-9.2%
CC(=O)NC(Cc1ccc(N(CCCl)CCCl)cc1)C(=O)NCC(=O)NCC(=O)O (configuration not stated)	?	-7.1%	1.8%	11.3%	11.9%	i	-0.8%	?
CCCC(=O)NC(Oc1ccc(C(C)=O)cc1)C(Cl)(Cl)Cl (configuration not stated)	0.0%	-4.2%[53 µM]	-0.7%[53 µM]	9.8%	-1.1%	i	-3.5%	5.2%
CN1CCN(Cc2ccc(N)cc2)CC1	-11.6%	-4.6%[53 µM]	-0.3%[53 µM]	14.4%	3.0%	14.2%	-4.6%	6.9%
COc1ccccc1-n1c(O)c(C=NCCCn2ccnc2)c(=O)[nH]c1=O	0.3%	5.2%	-0.7%	-4.6%	6.8%	-4.2%	2.9%	1.7%
COc1cccc(N2C(=O)CC(=O)NC2=O)c1	?	0.4%	-0.6%	2.9%	6.2%	-8.8%	-9.8%	4.5%
COc1cccc(-n2c(O)c(C=NCCN3CCOCC3)c(=O)[nH]c2=O)c1	-12.8%	8.1%	-2.2%	-1.1%	4.4%	-2.7%	-5.5%	4.3%
COc1c2ccoc2cc2oc(=O)ccc12	-2.5%&-1.4%	-3.6%&2.3%&4.7%	-1.7%&-3.7%&-0.4%	2.2%&4.8%&3.9%	-3.1%	-8.5%&-2.0%	-1.4%&-11.5%	?
C[n+]1ccc(-c2ccncc2)cc1	-0.7%	-8.7%	0.0%	10µM*	-2.2%	-3.7%	-0.6%	-1.4%
O=C1CSC2N1CCNC21CCCCC1 (configuration not stated)	-12.0%	-1.9%	-0.8%	-12.1%	4.3%	7.3%	-7.7%	6.3%
O=C(COc1ccc2ccccc2c1)N1CCN(CC2CC3C=CC2C3)CC1 (configuration not stated)	-15.2%	-1.8%	-6.2%	-22.4%	-11.5%	-7.5%	-4.4%	-2.3%
Cn1cc(C(=O)N2CCC3(CC2)OCCO3)c2c3ccccc3n(C)c2c1=O	-3.4%	6.9%	0.1%	3.5%	-7.0%	-6.5%	-1.6%	?
CCCCOc1nc2ccccc2c(=O)n1-c1ccccc1	-3.2%	-7.5%	2.0%	-8.3%	75.7%[activator]	i	7.2%	4.1%
CC1CN(c2cc([N+](=O)[O-])ccc2Cl)CC(C)N1 (configuration not stated)	6.3%	1.1%	-3.6%	5.3%	/	-1.2%	8.1%	-3.4%
COc1ccccc1N1CCN(Cc2cc(C)c(C)cc2O)CC1	-11.4%	-7.1%	-1.4%	5.9%	/	-1.0%	6.2%	10.0%
CC(C)OC(=O)Cc1ccccc1	/	3.5%	-1.4%	2.6%	-0.6%	-2.5%	/	/
N[C@@H](Cc1c[nH]c2ccccc12)c1nnc(SCc2c(F)cccc2Cl)o1	-19.7%	3.0%	0.8%	4.4%	-4.5%	-4.4%	14.5%	-5.9%
COc1ccc(C[C@H]2c3cc(OC)c(OC)cc3CCN2C)cc1OC	/	0.6%[53 µM]	-4.0%[53 µM]	1.9%[21.6 µM]	/	-11.4%[25.9 µM]	/	-21.5%[25.5 µM]
CC(CCc1ccccc1)NCCC#N (configuration not stated)	-4.4%	-2.4%	-1.4%	-6.7%	18.1%	-5.5%	-4.2%	6.9%
CC[C@H](C)[C@H](NC(=O)[C@@H]1CCCN1C(=O)[C@H](CCC(=O)O)NC(=O)[C@@H](NC(=O)[C@H](Cc1ccccc1)NC(=O)[C@@H]1CCCN1C(=O)[C@@H](N)Cc1ccc(O)cc1)C(C)C)C(=O)O	-5.5%	2.8%	-2.1%	-1.1%	/	16.1%	-0.9%	/
N[C@@H](Cc1cc(Br)c(O)c(Br)c1)C(=O)O	?	-0.6%	0.3%	11.2µM*!	?	-15.1%	-1.4%	14.1%
CC[N+](CC)(CC#CCO)CC#Cc1ccccc1	-11.8%	-6.3%	0.5%	-3.6%	5.6%	0.8%	4.2%	?
O=C(CSc1ccccc1)Nc1ccc(C(=O)Nc2cccc(O)c2)cc1	2.8%	-1.2%	-3.6%	2.3%	3.7%	-2.2%	?	-3.9%
CN(C)c1ccc(NC(=O)CN2C(=O)CN=C(c3ccccc3)c3cc(Cl)ccc32)cc1	?	-7.7%	-2.6%	-8.5%	/	-12.6%	?	-1.1%
CC(=O)Oc1ccc(Cl)c2cccnc12	-22.8%	-0.6%	-2.2%	-1.1%	/	7.5%	-8.2%	17.8µM*
O=C(COc1ccccc1)Nc1ccc(Cl)cc1C(=O)c1ccccc1	-2.1%	1.8%	2.4%	-1.4%	3.8%	-2.3%	-0.8%	5.4%
O=C1/C(=C/c2cccc([N+](=O)[O-])c2)N2CCC1CC2	-16.3%	0.9%	?	-5.1%	-6.5%	-3.1%	9.7%	3.4%

Assay outcomes as filed in PubChem BioAssay.

Only part of the results is shown; count on the stated rates, not on these rows.
